# Source: PubChem
# ERG-DNA inh: inhibitors of human ERG Ets domain-DNA interaction; 370,000 tested, 0.028% active; fluorescence polarization, His-ERG Ets domain / labelled DNA; Potency, µM (series often up to 76.9 µM), without a hit: top-dose FP activity, negative = inhibition, actives largely listed as inhibitors; P11308; active means well fitted inhibition curve with a large enough effect in the polarisation, with a control signal flat; inconclusive means small, poorly fitted or top-dose-only effect, or effect the other way, or a change in a side signal; inactive means no such curve, though single readings can be large or run the other way; the % refers to the polarisation;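 further: polarization taken with two DNA probes labelled with fluorescein and Texas red; potency means the concentration at half of the fitted maximal effect; % of control where 0% means no effect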
#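 His-tagged ERG Ets domain (1 uM in the protein solution; 300mM KCl, 50mM Tris-HCl, 1mM EDTA, 1mM DTT, pH 7.5) received compound, then a probe mix of 5 nM fluorescein-DNA and 100nM Texas-615-DNA. Fluorescence polarization was read for both dyes.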
# LDHA block: LDHA (human) enzyme inhibition | purified LDHA, NADH/diaphorase-resazurin fluorescence; hits give low values | AID 1347041 | activity change, % (values are at about 110 or 230 µM) | 480,000 tested, 0.15% active; in the data active means activity change below about -30%; inconclusive means mostly about -25% to -30%;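 further: plate controls were DMSO wells for no effect and wells without enzyme for full effect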
#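 Remaining NADH was detected by diaphorase (0.133 mg/mL) converting 37 µM resazurin to fluorescent resorufin, read at 0 and 20 minutes. The preceding 5-minute room-temperature reaction used 2 nM LDHA, 0.2 mM sodium pyruvate and 0.06 mM NADH at pH 7.4.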
# Anesthetic bind: candidate novel general anesthetic via apoferritin binding. AID 485281. 350,000 tested, 0.074% active. Potency, µM (highest dose often 77.5 µM), for inactives: at the top dose activity change, negative = displacement, actives largely listed as inhibitors. P02791. apoferritin/1-aminoanthracene competitive binding, fluorescence; further: potency means the concentration at half of the fitted maximal effect; on the % scale 0 is the no-effect control and ±100 the full control effect; nearly all actives have a fitted effect of over 20% in size
# Target sequence (P02791 2-175 limits assumed): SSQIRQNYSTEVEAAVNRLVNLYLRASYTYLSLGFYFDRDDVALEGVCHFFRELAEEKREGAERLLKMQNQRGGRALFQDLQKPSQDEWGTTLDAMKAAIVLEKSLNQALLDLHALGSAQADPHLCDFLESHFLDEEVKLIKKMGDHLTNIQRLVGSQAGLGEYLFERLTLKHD
#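 Concentration-response curves derived by four-parameter Hill fitting of normalized fluorescence, where compounds displaced 1-AMA from 10 uM horse apoferritin following a brief 10 min room-temperature incubation; propofol titration acted as positive control.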
# RGS4 inhibitor: blocks human RGS4-accelerated GTP hydrolysis | P49798 | Transcreener GDP fluorescence polarization, RGS4-accelerated GTP hydrolysis | Potency, µM (doses to about 114 µM), without a hit: top-dose activity change, negative = inhibition, actives largely listed as inhibitors | 390,000 tested, 0.039% active | AID 504845; further: potency means the concentration at half of the fitted maximal effect; on the % scale 0 is the no-effect control and ±100 the full control effect; nearly all actives have a fitted effect of over 75% in size; some results filed as inactive show a strong effect at the top dose
# Target sequence (P49798 whole entry, looked up): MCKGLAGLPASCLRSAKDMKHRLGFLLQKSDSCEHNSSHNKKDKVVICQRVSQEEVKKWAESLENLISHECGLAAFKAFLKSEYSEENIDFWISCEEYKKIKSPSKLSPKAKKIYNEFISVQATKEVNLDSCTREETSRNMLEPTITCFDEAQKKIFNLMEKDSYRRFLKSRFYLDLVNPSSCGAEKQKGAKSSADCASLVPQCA
#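 MLSMR compounds (23 nl, pin-transferred) preincubated 10 min at room temperature with a 500nM (2x) first reagent, then RGS4 at 900nM (2x) plus Transcreener GDP mix added; fluorescence polarization (620/688 nm) read before and after 90 min at 30 °C.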
# Pol eta inh: DNA polymerase eta (human) inhibition. AID 588591. recombinant Pol eta, fluorescent DNA replication assay. Potency, µM (titrated, usually from 114 µM), for the others: at the top dose activity change, negative = inhibition, usual class: inhibitors. Q9Y253. 390,000 tested, 1.2% active; further: potency means the concentration at half of the fitted maximal effect; on the % scale 0 is the no-effect control and ±100 the full control effect
# Target sequence (Q9Y253 whole entry, looked up): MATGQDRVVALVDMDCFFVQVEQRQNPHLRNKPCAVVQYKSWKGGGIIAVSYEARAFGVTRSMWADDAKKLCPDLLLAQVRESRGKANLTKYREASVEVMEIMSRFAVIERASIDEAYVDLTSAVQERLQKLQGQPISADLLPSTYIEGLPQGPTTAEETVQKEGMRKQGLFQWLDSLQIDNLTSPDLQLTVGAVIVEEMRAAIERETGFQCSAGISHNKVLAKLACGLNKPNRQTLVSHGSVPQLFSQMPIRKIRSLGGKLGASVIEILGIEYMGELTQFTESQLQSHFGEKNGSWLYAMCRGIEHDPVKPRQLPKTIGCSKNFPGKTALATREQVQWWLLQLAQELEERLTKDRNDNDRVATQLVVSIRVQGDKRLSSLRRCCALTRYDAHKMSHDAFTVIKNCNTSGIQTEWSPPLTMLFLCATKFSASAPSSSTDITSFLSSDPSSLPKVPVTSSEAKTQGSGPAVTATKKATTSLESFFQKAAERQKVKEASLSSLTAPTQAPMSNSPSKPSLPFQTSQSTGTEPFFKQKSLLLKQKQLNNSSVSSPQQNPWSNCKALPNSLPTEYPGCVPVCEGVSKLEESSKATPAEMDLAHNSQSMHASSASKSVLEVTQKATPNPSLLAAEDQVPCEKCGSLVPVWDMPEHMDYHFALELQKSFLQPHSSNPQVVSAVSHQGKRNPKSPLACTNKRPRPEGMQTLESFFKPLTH
#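 Pol eta (10 nM) was preincubated with compounds for 15 min at room temperature, after which fluorescent replication substrate (50 nM final) was added to start the reaction. Fluorescence was read kinetically at 0 and 10 min.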
# POLB inh: blocks human DNA polymerase beta activity | AID 485314 | P06746 | 340,000 tested, 1.3% active | Pol beta primer extension/strand displacement, fluorescence kinetic | Potency, µM (series often up to 114 µM), without a hit: top-dose activity change, negative = inhibition, most hits filed as inhibitors; further: potency means the concentration at half of the fitted maximal effect; on the % scale 0 is the no-effect control and ±100 the full control effect
#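 Kinetic readout of DNA synthesis with strand displacement by Pol beta. Compound and 10 nM enzyme sit 15 min at room temperature; 50 nM substrate starts the reaction, read immediately and at 10 min.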
# POLK inh: inhibitors of human DNA polymerase kappa; AID 588579; 400,000 tested, 0.53% active; Potency, µM (highest dose often 107 µM), for inactives: top-dose activity, negative = inhibition, most hits filed as inhibitors; Q9UBT6; purified Pol kappa, fluorescent DNA synthesis assay, 10 min; further: potency means the concentration at half of the fitted maximal effect; on the % scale 0 is the no-effect control and ±100 the full control effect
#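 10 nM Pol kappa was preincubated with compounds for 15 min at room temperature. Reaction started with 50 nM (final) substrate. Fluorescence read kinetically at 0 and 10 min.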
# ALOX12 inh: inhibitors of human 12S-lipoxygenase ALOX12; P18054; purified 12hLO, xylenol orange hydroperoxide absorbance; Potency, µM (series often up to 108 µM), inactives show at the top dose activity change, negative = inhibition, hits mostly inhibitors; 580,000 tested, 1.1% active; AID 1671190; further: potency means the concentration at half of the fitted maximal effect; on the % scale 0 is the no-effect control and ±100 the full control effect
#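 Hydroperoxide product was detected by ferrous iron/xylenol orange as the 573 to 405 nm absorbance ratio. Arachidonic acid at 40 uM (final) was turned over for 30 min at room temperature by 150 nM human 12hLO, pH 7.0 Hepes buffer, after 15 min compound preincubation.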
# APEX1 inh: inhibitors of human APE1 endonuclease; recombinant APE1, TAMRA/BHQ-2 abasic DNA cleavage fluorescence; Potency, µM (top dose mostly 65.8 µM), for inactives: top-dose activity change, negative = inhibition, usual class: inhibitors; 350,000 tested, 0.35% active; P27695;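 further: potency means the concentration at half of the fitted maximal effect; plate controls were vehicle for no effect and reference inhibitor for full effect; nearly all actives have a fitted effect of over 55% in size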
#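 Quantitative HTS: incision of a TAMRA/BHQ-2 double-stranded substrate bearing a tetrahydrofuran abasic site by 0.75 nM APE1 raises fluorescence. Substrate 50 nM final, added after 15 min compound preincubation at room temperature; progress as third-minus-first kinetic read difference.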
# Active calls of the source: *; ? = inconclusive; / = not tested or not shown; & = joins results of further samples; [ ] = remark or other dose. Unless noted, the call rests on the fitted dose curve; in most records, active means well fitted curve in the direction sought with a large enough effect; inconclusive means small, poorly fitted or top-dose-only effect, or another doubt; inactive means no such curve, though single readings can be large; an effect the other way counts as inactive or inconclusive.
SMILES,ERG-DNA inh,LDHA block,Anesthetic bind,RGS4 inhibitor,Pol eta inh,POLB inh,POLK inh,ALOX12 inh,APEX1 inh
O=C(O)c1c(-c2ccccc2)c(-c2ccccc2)nc2ccccc12,18%,-3,-4%,?,-14%,0%,-5%,7%,0%
Cc1ccc(Nc2nc(N)c([N+](=O)[O-])c(N3CCOCC3)n2)cc1,-7%,-12,-15%,16%,-14%,4%,-5%,-7%,4%
CN(Cc1ccccc1)C(=O)c1ccc(NC(=O)Cc2cccc(NC(=O)C3CCN(C(=O)C4CC4)CC3)c2)cc1,1%,-7,/,23%,-12%,/,-6%,-12%,-2%
Cc1cc(C)nc(Nc2nc3ccccc3s2)n1,4%,-11,-3%,-19%,-10%,29%,0%,6%,10%
CCc1nnc(NC(=O)CSc2nnc(-c3ccccc3O)o2)s1,5%,7,-11%,9%,7%,20%,-20%,2%,5%
CCOc1ccc(CNC(=O)C2CCN(S(=O)(=O)N3CCCCC3)CC2)cc1,-3%,-6,-5%,4%,-15%,11%,-7%[60.1 µM],-15%,/
COc1ccc(S(=O)(=O)N2CCCOC2CNC(=O)C(=O)NC2CCCC2)cc1 (centres undefined),4%,-6,-12%,0%,-6%,?,-4%,166%[activator],21%
Cc1nc(-c2cccc(NC(=O)C3CCCCC3)c2)cs1,10%,1,-15%,-31%,-5%,45%,-15%,22%,9%
Cc1ccc(C(=O)NC2CCN(CCCC(=O)c3ccc(F)cc3)CC2)cc1,4%,-1,1%,-15%,-12%,5%,-6%,-5%,6%
O=C(CSc1nc2sc3c(c2c(=O)n1-c1ccccc1)CCCC3)N/N=C/c1ccc(C(=O)O)cc1,-1%,0,12%,2%[11.4 µM],?,?,?,/,0%
Cc1cc2cc(CCNC(=O)C(C)C)c(=O)[nH]c2cc1C,/,4,/,9%,-7%,/,-3%,-11%,/
O=C(/C=C/c1cccs1)Nc1ccncc1,-6%,-10,-7%,0%,15%,12%,-3%,14%,2%
CCCCNC(=O)Nc1cc(C(=O)OC)ccc1C,-5%,-2,-4%,-5%,12%,43%,0%,0%,3%
CCc1cc(=O)[nH]c(-n2[nH]c(-c3ccccc3)cc2=O)n1,0%,3,-5%,?,-11%,20%,-7%,?,14%
Cn1c(=O)c2nc(NCc3ccccc3)sc2n(C)c1=O,5%,-4,/,1%,-18%,/,-6%,?,/
O=[N+]([O-])c1ccc(S(=O)(=O)NCC2CC3CCC2C3)cc1 (centres undefined),-4%,-4,-14%,-26%,-19%,12%,-3%,0%,-10%
NS(=O)(=O)c1ccc(NC(=S)NC(=O)c2cccnc2)cc1,20%,-1,-4%,-36%,-15%,6%,1%,?,1%
Cc1cc(/C=C2\C(=N)N3C(SCc4ccccc4)=NSC3=NC2=O)c(C)n1Cc1ccccc1,-1%,1,-4%,-14%,-13%,17%,-5%,-8%,17%
N#CC(C#N)=Cc1cnc(N2CCN(c3ccccc3)CC2)s1,3%,-7,3%,1%,-4%,10%,?,16%,5%
Cn1c(=O)c2c(nc(N3CCCC3)n2CC(O)CO)n(C)c1=O (centres undefined),6%,3&6,-7%,-27%,-6%,-2%,0%,-1%&9%,11%
Cc1cc(C)n(CC(C)(O)c2ccccc2)n1 (centres undefined),-9%,-17,/,17%,2%,/,-7%,0%,5%
CC(C)C1C2=C(CC(C)(C)CC2=O)ON1c1ccccc1 (centres undefined),/,9,5%,-27%,-4%,-13%,-6%,-16%,13%
CCCCCn1c(CN2CCCCC2C)nc2c1c(=O)n(C)c(=O)n2C (centres undefined),-10%,-6,-6%,-13%,-1%,34%[activator],7%,0%,?
O=C(c1ccc(Br)o1)N1CCN(c2ccccn2)CC1,-9%,-3,23%,10%,-1%,0%,-16%,5%,3%
O=C(Nn1nnnc1Nc1ccccc1)C12CC3CC(CC(C3)C1)C2,10%,-4,-11%,?,0%,27%,-8%,9%,-1%

# 3 of the compounds above, tab-delimited:
SMILES	ERG-DNA inh	LDHA block	Anesthetic bind	RGS4 inhibitor	Pol eta inh	POLB inh	POLK inh	ALOX12 inh	APEX1 inh
CCOc1ccc(CNC(=O)C2CCN(S(=O)(=O)N3CCCCC3)CC2)cc1	-3%	-6	-5%	4%	-15%	11%	-7%[60.1 µM]	-15%	/
COc1ccc(S(=O)(=O)N2CCCOC2CNC(=O)C(=O)NC2CCCC2)cc1 (centres undefined)	4%	-6	-12%	0%	-6%	?	-4%	166%[activator]	21%
Cc1nc(-c2cccc(NC(=O)C3CCCCC3)c2)cs1	10%	1	-15%	-31%	-5%	45%	-15%	22%	9%

# Next results follow.
SMILES,ERG-DNA inh,LDHA block,Anesthetic bind,RGS4 inhibitor,Pol eta inh,POLB inh,POLK inh,ALOX12 inh,APEX1 inh
CCOC(=O)c1c(-c2ccc(C)o2)csc1NC(=S)NC(=O)c1ccc(F)cc1,-9%,-1,-12%,-43%,-14%,24%,-21%,?,-2%
NC(=O)Nc1ccc(Oc2ncc(C(F)(F)F)cc2Cl)cc1,-5%,-9,?,-50%,-18%,-9%,-18%,2%,-7%
CN(C(=O)COn1nnc2ccc(S(=O)(=O)N3CCOCC3)cc21)c1ccccc1,2%,-8,/,-11%,-21%,/,-18%,9%,21%
Cc1ccccc1OCCC(=O)N(CC(C)C)c1c(N)n(Cc2ccccc2)c(=O)[nH]c1=O,5%,-17,/,21%,-8%,/,-4%,-4%,11%
CCc1ccc(NC(=O)c2ccccc2Br)cc1,0%,-6,-20%,15%,12%,6%,-17%,-8%,-5%
O=C(CCCn1c2ccccc2c(=O)c2ccccc21)Nc1ccc(F)cc1Cl,-2%,-3,71%[activator],-4%,-8%,?,-1%,-27%,/
C=CCNC(=O)CCC(=O)NNc1nc2ccccc2c2nc(-c3ccccc3)nn12,4%,-4,-3%,22%,4%,14%,-2%,-6%,-3%
O=C(c1nc2ncccn2n1)N1CCN(c2ccc(F)cc2)CC1,4%,-3,9%,-14%,-11%,-12%,-14%,0%,2%
CC1CCCC(NC(=O)COc2ncnc3ccccc23)C1C (centres undefined),7%,0,/,10%,-1%,/,-11%,0%,47%[activator]
O=C(CCNC(=O)C1CCN(S(=O)(=O)c2ccccc2)CC1)NCc1ccc(Cl)cc1,0%,-5,-3%,?,-13%,-7%,9%,-4%,12%
Nc1nonc1-c1nc2ccccc2n1CC(=O)N/N=C\c1ccc(-c2ccc(Cl)cc2)o1,0%,-5,-8%,-30%,1%,1%,-20%,-26%,-2%
CC(C)CC(=O)NC(=S)Nc1cc(C(F)(F)F)ccc1N1CCOCC1,4%,0,-13%,17%,-15%,-4%,-16%,?,-1%
O=C(NCC1CCCO1)C1CCN(C2CCN(C(=O)CC3CCCC3)CC2)CC1 (centres undefined),-1%,-5,-1%,15%,-3%,6%,-13%,17%,-5%
CC(C)C[C@H](NC(=O)N1CCn2c1nc1ccccc12)C(=O)N1CCCCC1,7%,1,-11%,-29%,-16%,8%,6%,17%,30%
Cc1ccc(-c2nnc(SCC(=O)Nc3sc(C)c(C)c3C#N)n2C)cc1,-3%,-9,-6%,21%[11.4 µM],?,22µM*,-7%,?,2%
COc1cccc(C(=O)Nc2cccc(-c3nc4ncccc4o3)c2C)c1,2%,-2,-15%,-5%,-6%,-35%,-2%,1%,3%
CCn1nc(C)c(/C=N/NC(=O)Cc2ccc(Cl)cc2)c1C,1%,-4,1%,-10%,-23%,16%,-13%,/,3%
CCN(CC)S(=O)(=O)c1ccc(NC(=O)Cn2c(=O)sc3ccccc32)cc1,-2%,-1,-19%,-2%[56.9 µM],-21%,7%,-8%,2%,13%
CCOc1ccc(C(=O)Nc2nc(C)c(C(=O)OC)s2)cc1,-6%,-2,0%,-13%,-22%,-23%,5%,9%,-8%

# No new results follow: an excerpt of the list.
SMILES,ERG-DNA inh,LDHA block,Anesthetic bind,RGS4 inhibitor,Pol eta inh,POLB inh,POLK inh,ALOX12 inh,APEX1 inh
O=C(NCC1CCCO1)C1CCN(C2CCN(C(=O)CC3CCCC3)CC2)CC1 (centres undefined),-1%,-5,-1%,15%,-3%,6%,-13%,17%,-5%
CC(C)C[C@H](NC(=O)N1CCn2c1nc1ccccc12)C(=O)N1CCCCC1,7%,1,-11%,-29%,-16%,8%,6%,17%,30%
Cc1ccc(-c2nnc(SCC(=O)Nc3sc(C)c(C)c3C#N)n2C)cc1,-3%,-9,-6%,21%[11.4 µM],?,22µM*,-7%,?,2%
COc1cccc(C(=O)Nc2cccc(-c3nc4ncccc4o3)c2C)c1,2%,-2,-15%,-5%,-6%,-35%,-2%,1%,3%
CCn1nc(C)c(/C=N/NC(=O)Cc2ccc(Cl)cc2)c1C,1%,-4,1%,-10%,-23%,16%,-13%,/,3%
CCN(CC)S(=O)(=O)c1ccc(NC(=O)Cn2c(=O)sc3ccccc32)cc1,-2%,-1,-19%,-2%[56.9 µM],-21%,7%,-8%,2%,13%
CCOc1ccc(C(=O)Nc2nc(C)c(C(=O)OC)s2)cc1,-6%,-2,0%,-13%,-22%,-23%,5%,9%,-8%

# This is a subset; count on the stated rates, not on these rows.
